Bioassay records from PubChem BioAssay.
human PMI inhibition: MPI enzyme activity inhibition – biochemical, fluorescence intensity, coupled assay, primary screen (AID 1209) | inhibition, % at 20 µM; hits with a dose series show IC50 in µM | purified PMI enzyme, coupled fluorescence intensity; higher % means a stronger effect | 190,000 tested, 0.42% active;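 further: plate controls were DMSO vehicle for no effect and wells lacking substrate for full effect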
P. falciparum M1AAP: malaria alanyl aminopeptidase activity blockers – biochemical, fluorogenic H-Leu-NHMec substrate, 1536-well (AID 1445). recombinant M1AAP, H-Leu-NHMec fluorogenic kinetic assay; higher % means a stronger effect. one-dose inhibition, % at 30 µM; IC50 in µM for titrated hits. 220,000 tested, 0.42% active;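 active means primary inhibition above the hit cutoff, then over 50% inhibition at one or more dose response concentrations, cut at about 23% in these data, passing the limit was not always enough; inconclusive means conflicting primary data, or primary hits not chosen for dose response; inactive means low primary inhibition, or under 50% at every dose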;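 further: plate controls were DMSO full reaction for no effect and no enzyme background for full effect; strong numbers were not always called active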
human PMI inhibitors: MPI inhibition at elevated mannose 6-phosphate – biochemical, fluorescence intensity, high mannose 6-phosphate, primary screen (AID 1220); recombinant PMI enzyme, coupled fluorescence intensity; higher % means a stronger effect; inhibition, % at 20 µM, or IC50 in µM where a hit was titrated; 190,000 tested, 0.66% active
M17LAP inhibition: P. falciparum M17LAP inhibitors, primary screen, biochemical, fluorogenic H-Leu-NHMec substrate, 1536-well (AID 1619); inhibition, % at 30 µM; hits with a dose series show IC50 in µM; recombinant M17LAP, H-Leu-NHMec fluorogenic kinetic assay; higher % means a stronger effect; 220,000 tested, 0.38% active;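 active means compound inhibiting the enzyme by more than half at any dose during confirmatory dose-response retesting; inconclusive means strong single-dose inhibitors picked by rank but not retested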;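 further: plate controls were full reaction with DMSO carrier for no effect and no enzyme background for full effect; strong numbers were not always called active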
T cell HTS: T cell immune modulation candidate; 330,000 tested, 0.068% active; calls only at 7 µM; 2C CD8+ T cell-vesicle binding, flow cytometry; hits give low values;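 active means response, share of CD8 T cells binding vesicles, and their 90th percentile fluorescence all below set limits, cut at about 80% in these data, passing the limit was not always enough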
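Material: 2C TCR transgenic mouse naive CD8+ T cells, MACS-purified. Also added: QL9-charged Drosophila Ld/ICAM-1/B7-1 vesicles. Timing: binding 1.5 h at 37 °C. Measured by: high-throughput flow cytometry with anti-B7-1 and anti-CD8 staining. Read-out: percent CD8+ FL2 mean versus row control. Controls: Unloaded micro-vesicles (low), QL9 vesicles with 0.7% DMSO (high).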
TNAP activation fold: human TNAP enzyme activators, primary screen, biochemical, luminescent, no phosphate acceptor, uHTS (AID 1001); 200,000 tested, 0.03% active; activation fold at 20 µM, or EC50 in µM where a hit was titrated; purified TNAP, luminescent activation assay, no phosphate acceptor; higher activation fold means a stronger effect; in the data active means activation fold from about 3, or a potency from the dose series; inactive means the rest, 99 in 100 with activation fold below about 1.6; further: many of its hits are not listed in these tables
K1F lysis inhibition: protection from phage-mediated lysis, alamar blue read-out – E. coli UTI89, K1F phage, bacterial capsule biogenesis inhibitors (AID 488966) | inhibition, % at 100 µM, or IC50 in µM where a hit was titrated | 340,000 tested, 0.02% active | E. coli UTI89 K1F phage lysis, alamar blue, 2 h; higher % means a stronger effect;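 active means phage lysis inhibition, versus mean bacterial control, above a set limit; inconclusive means no clear call, values can overlap the other calls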;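 further: capsule biogenesis inhibitors block K1F phage lysis so surviving cells raise fluorescence; higher fluorescence means more inhibition of phage lysis; actives were called in the ten point dose series up to 300 µM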
RSV CPE inhibition: RSV antiviral activity via CPE protection, HEp-2 cells, primary 10 µM value included (AID 2391); HEp-2 cells, RSV-induced CPE inhibition; higher % means a stronger effect; CPE inhibition, % at 10 µM, or IC50 in µM where a hit was titrated; 310,000 tested, 0.13% active; in the data active means a potency from the dose series; inconclusive means CPE inhibition mostly from about 23% at the one dose, without a potency; inactive means the rest, 99 in 100 with CPE inhibition below about 21%; further: strong numbers were not always called active
West Nile antiviral: inhibition of WNV-induced cytopathic effect – cell-based, CPE readout (AID 1621). West Nile virus-infected cells, CPE inhibition; higher % means a stronger effect. CPE inhibition, % at 10 µM; hits with a dose series show IC50 in µM. 290,000 tested, 0.02% active; in the data active means a potency from the dose series; inconclusive means CPE inhibition mostly from about 3.7% at the one dose, without a potency; inactive means the rest, 99 in 100 with CPE inhibition below about 2.2%; further: strong numbers were not always called active
T cell HTS vesicle-bound %: also measured in T cell HTS; calls as there; double positive events, %; measured here: CD8+ vesicle-bound cell fraction;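 binding gate set so that unloaded-vesicle control wells show 10% double positive cells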
* = called active by the depositor; i = inactive; ? = inconclusive; nt = no result given; [ ] = dose if it differs, or a comment. Unless noted, no stated cut-off is given here; in the data, active means inhibition above about 50%; inactive means the rest.

The line under a structure holds: K1F lysis inhibition	human PMI inhibition	West Nile antiviral	TNAP activation fold	M17LAP inhibition	P. falciparum M1AAP	T cell HTS vesicle-bound %	T cell HTS	RSV CPE inhibition	human PMI inhibitors
> CCN(CC)C(=O)c1ccc(S(=O)(=O)Cc2ccc(C)cc2)c([N+](=O)[O-])c1
  0.1%	nt	-0.6%	nt	nt	nt	48.7	i	2.7%	nt
> O=C(CN1C(=O)c2cccc3cccc1c23)NCc1ccc2c(c1)OCO2
  0.1%	-3.8%	-0.4%	1.2	2.9%	-1.1%	38.1	i	-0.2%	-2.5%
> Cc1ccc(NC(=O)C2=C(O)CCn3c2nc2ccccc23)cc1
  0.0%	7.8%	0.3%	1.1	-5.0%	4.7%	34.7	i	4.6%	-2.2%
> NS(=O)(=O)c1ccc(CCNC(=O)c2ccccc2F)cc1
  0.3%	0.4%	0.6%	1.1	12.3%	4.4%	39.3	i	5.2%	4.1%
> COc1ccc(N)cc1C#N
  -1.1%	5.3%	-0.6%	1.1	-0.3%	2.9%	35.6	i	-1.1%	7.3%
> COc1cccc(C(=O)NCCCNC(=O)c2cccnc2)c1
  0.2%	nt	-0.3%	nt	nt	nt	25.6	i	0.8%	nt
> COCCNC(=S)N=Nc1c(O)[nH]c2ccc([N+](=O)[O-])cc12
  0.1%	nt	-0.3%	nt	5.5%	8.5%	39.5	i	0.4%	nt
> COC(=O)C1=C(N)Oc2cc(C)n(CC3CCCO3)c(=O)c2C1c1ccc(Cl)c(Cl)c1 (stereo not drawn)
  3.0%	18.9%	-0.5%	1.1	-2.3%	9.2%	10.3	i	0.0%	14.2%
> Cc1cccc(N2CC(c3nc4ccccc4[nH]3)CC2=O)c1 (stereo not drawn)
  0.1%	-2.0%	0.1%	1.2	-6.8%	-6.0%	27.3	i	-0.8%	-4.8%
> Cc1[nH]n(-c2ccccc2)c(=O)c1C(=O)c1cccc(F)c1
  -0.5%	-16.1%	0.5%	1	11.8%	4.5%	25.8	i	0.3%	-8.3%
> O/N=C/Cc1[nH]c2ccccc2c1-c1ccccc1
  -2.2%[50 µM]	nt	-0.3%	nt	nt	nt	24.8	i	2.3%	nt
> COc1ccccc1N1CCN(CC(=O)c2c(C)[nH]c3cc(C)ccc23)CC1
  0.1%	16.7%	-0.1%	1.1	-0.6%	4.3%	2.6	i	0.6%	8.8%
> O=C(COC(=O)CNC(=O)c1ccccc1)Nc1ccc(S(=O)(=O)N2CCCC2)cc1
  -2.2%	-4.8%	0.3%	1.2	-3.2%	3.5%	47.1	i	-1.2%	-2.0%
> COc1ccc(/C=N/NC(=O)CNC(=O)c2ccc(S(=O)(=O)N3CCOCC3)cc2)cc1OC
  1.7%[50 µM]	0.1%	0.4%	1.1	-8.2%	2.0%	6.1	i	0.7%	-2.5%
> O=C(COc1ccccc1Cl)Nc1ccc(C(=O)N2CCCCC2)cc1
  0.1%	nt	0.8%	nt	nt	nt	28.7	i	?	nt
> O=C(/C=C/c1cccs1)NC1CCCC1
  -0.1%	nt	-0.2%	nt	nt	nt	28.4	i	2.3%	nt
> O=C(OC(C(=O)NC1CCCCC1)c1ccccc1F)c1ccco1 (stereo not drawn)
  0.1%	nt	-0.1%	nt	nt	nt	17.3	i	-0.1%	nt
> Cc1nnc(SCc2cccc(CSc3nnc(C)s3)c2)s1
  -1.1%	-0.4%	-0.6%	1	-2.3%	-8.5%	27.0	i	0.4%	2.8%
> CCC(C)NC(=O)CC(C)C (stereo not drawn)
  0.2%	nt	-0.1%	nt	-6.6%	0.5%	59.9	i	0.3%	nt
> CCOC(=O)Cc1csc(NC(=O)CC(C)(C)C)n1
  5.5%	-3.2%	-0.5%	1.1	-4.0%	-14.9%	12.7	i	1.3%	-0.2%
> CCOC(=O)N1CCN(c2c(NCCN3CCCCC3CC)c(=O)c2=O)CC1 (stereo not drawn)
  0.4%	-2.1%	0.2%	1.1	3.2%	0.9%	40.4	i	3.0%	-1.3%
> O=c1[nH]nc(-c2ccc(NCCO)c([N+](=O)[O-])c2)c2ccccc12
  0.3%	nt	-0.6%	nt	nt	nt	34.9	i	2.2%	nt
> CCOC(=O)c1nn(-c2ccccc2)c(=O)c2c(NC(C)=O)scc12
  -0.4%	-6.5%	0.0%	1	-0.5%	1.5%	16.2	i	1.1%	0.0%
> CCCCOc1ccc(-n2nc(C)cc2C)nn1
  11.7%	-3.2%	-0.2%	1.1	11.6%	4.9%	8.7	i	0.5%	1.6%
> COc1ccc(OC)c(NC(=O)CN(C)CC(=O)Nc2ccccc2Cl)c1
  -0.2%	nt	-0.5%	nt	nt	nt	63.6	i	1.5%	nt
> Cc1cc(CN(C)C(=O)C2CCC(=O)N(CCc3ccccc3)C2)n[nH]1 (stereo not drawn)
  -0.1%	nt	0.0%	nt	nt	nt	23.9	i	0.9%	nt
> CCOC(=O)Cc1nnc(NC(=O)c2ccccc2OC)s1
  0.7%	2.5%	0.5%	1.1	16.4%	11.0%	5.3	i	-0.4%	8.7%
> Cc1ccccc1-n1c(C)cc(/C=C(\C#N)C(=O)NCC2CCCO2)c1C (stereo not drawn)
  5.2%	19.6%	-1.0%	1.1	25.2%	19.0%	40.2	i	?	8.4%
> CCOC(=O)C1=C(C)NC(=S)N(C(C)=O)C1c1ccc(OC)c(OC)c1 (stereo not drawn)
  nt	nt	0.0%	nt	15.4%	-0.8%	21.9	i	1.5%	nt
> Cc1c(OC(C)C(=O)NCC(O)c2ccccc2)ccc2c3c(c(=O)oc12)CCC3 (stereo not drawn)
  -0.5%	nt	-0.1%	nt	nt	nt	13.8	i	3.4%	nt
> CCOC(=O)C1=C(CN2CCN(C(=O)c3ccco3)CC2)NC(=O)NC1c1ccc(F)cc1 (stereo not drawn)
  0.0%	nt	0.8%	nt	nt	nt	29.1	i	5.5%	nt
> COc1ccccc1CNc1ccccc1F
  -0.2%	1.5%	-0.2%	1.1	-11.6%	4.4%	29.1	i	-1.2%	-1.1%
> COCC(=O)NCCc1nc2ccccc2[nH]1
  1.8%	8.4%	0.1%	1.2	1.9%	1.2%	34.4	i	0.6%	9.0%
> Cc1ccn(CC(=O)N2CCCC(N3CCN(Cc4ccc5c(c4)OCO5)CC3)C2)n1 (stereo not drawn)
  0.1%	nt	0.0%	nt	nt	nt	11.4	i	0.6%	nt
> CN1CCN(C(=S)NCCc2ccccc2)CC1
  -0.7%	16.9%	-0.4%	1.1	0.1%	-5.4%	8.2	i	0.2%	12.1%
> COc1ccc(CNC(=O)C(C)N(C)Cc2cccc(F)c2)cc1 (stereo not drawn)
  -0.3%	nt	-0.7%	nt	nt	nt	50.2	i	1.2%	nt
> COc1ccc(C2C(C(=O)NCCN(C)C)c3ccccc3C(=O)N2C)cc1OC (stereo not drawn)
  0.0%	9.8%	1.3%	1.1	-8.0%	7.7%	34.1	i	1.9%	0.5%
> CCOc1ccc(N=C/C=C/c2ccccc2)c(O)c1
  0.0%	nt	-0.7%	nt	2.5%	1.6%	63.8	i	4.3%	nt
> Cc1ccc(/C=N/n2c(-c3ccncc3)n[nH]c2=S)o1
  0.0%	27.5%	0.4%	1	9.3%	10.5%	58.9	i	3.2%	43.8%
> COc1ccc(C(=O)C2CCCN(Cc3cn(C)nc3-c3ccccc3)C2)cc1F (stereo not drawn)
  -0.1%	6.4%	-0.3%	1.1	-13.0%	1.6%	48.4	i	-0.3%	4.2%
> CCCn1c(SCC(=O)Nc2sc(C)c(C)c2C#N)nnc1C(C)C
  0.3%	-12.8%	-1.8%	0.9	15.7%	0.1%	61.2	i	1.3%	-7.3%
> CCOC(=O)c1cnc(COc2ccc(OC)cc2)[nH]c1=O
  0.5%	nt	-0.4%	nt	-2.3%	-3.4%	49.4	i	3.4%	nt
> COc1ccc(CNC(=O)CCCn2nc(C)c([N+](=O)[O-])c2C)cc1
  1.6%[50 µM]	15.9%	-0.5%	1	-20.2%	2.5%	54.3	i	1.1%	5.6%
> CN1C(=O)NC(c2ccc([N+](=O)[O-])cc2)C2=C1CC(C)(C)CC2=O (stereo not drawn)
  0.2%	nt	-0.3%	nt	nt	nt	16.4	i	2.2%	nt
> Cc1nc(-c2ccc(NC(=O)C3CCCCC3)cc2)cs1
  0.4%	6.0%	0.2%	1.1	2.6%	-2.9%	18.4	i	2.5%	-2.1%
> O=C(c1cccs1)N1CCN(S(=O)(=O)c2ccc(F)cc2)CC1
  nt	5.7%	-0.6%	1.1	29.8%	10.4%	37.8	i	-0.9%	21.2%
> CCC(C)C(NC(=O)c1ccccc1NC(=O)c1ccco1)C(=O)NNC(=O)c1ccncc1 (stereo not drawn)
  0.7%	nt	-0.1%	nt	4.0%	7.1%	33.5	i	nt	nt
> O=C(Nc1cc(SCCO)cc([N+](=O)[O-])c1)c1ccco1
  3.0%	-6.8%	-1.1%	1.1	30.9%	4.0%	56.1	i	-0.1%	-6.2%

4 of the entries above in order of their number in West Nile antiviral, rising:
| SMILES | human PMI inhibition | West Nile antiviral | TNAP activation fold | M17LAP inhibition | P. falciparum M1AAP | T cell HTS vesicle-bound % | T cell HTS | RSV CPE inhibition | human PMI inhibitors |
| --- | --- | --- | --- | --- | --- | --- | --- | --- | --- |
| COc1ccc(CNC(=O)C(C)N(C)Cc2cccc(F)c2)cc1 (stereo not drawn) | nt | -0.7% | nt | nt | nt | 50.2 | i | 1.2% | nt |
| CCOC(=O)c1cnc(COc2ccc(OC)cc2)[nH]c1=O | nt | -0.4% | nt | -2.3% | -3.4% | 49.4 | i | 3.4% | nt |
| CN1C(=O)NC(c2ccc([N+](=O)[O-])cc2)C2=C1CC(C)(C)CC2=O (stereo not drawn) | nt | -0.3% | nt | nt | nt | 16.4 | i | 2.2% | nt |
| CCOC(=O)C1=C(CN2CCN(C(=O)c3ccco3)CC2)NC(=O)NC1c1ccc(F)cc1 (stereo not drawn) | nt | 0.8% | nt | nt | nt | 29.1 | i | 5.5% | nt |
